Bcl-B TR3 displacers: displacers of TR3 peptide from Bcl-B, primary screen, selectivity assay for Bfl-1 inhibitor project, biochemical, fluorescence polarization; 96,000 tested, 0.11% active; one-dose displacement, % at 20 µM; IC50 in µM for titrated hits; FP displacement of FITC-TR3 peptide from Bcl-B; higher % means a stronger effect;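 active means displacement above 50% at 20 µM plus a fluorescence interference ratio under 1.5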;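 further: plate controls were wells without compound for no effect and wells lacking Bcl-B protein for full effect; a part of the inactive calls stands beside numbers as strong as those of hits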
NFkB transloc inh: blocks IL-1B driven NFkB nuclear translocation in HUVEC cells | HUVEC IL-1B NFkB p65 nuclear translocation imaging | inhibition, % at 2 µM | 94,000 tested, 0.43% active;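 active means inhibition above about 30% together with a positive call from visual inspection of the well image, limit read from the data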;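 further: nuclear over cytoplasmic p65 intensity ratio measured by imaging; 0% = IL-1B stimulated DMSO wells and 100% = unstimulated DMSO wells; values of inactives mirror those of a sister screen read the other way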
MRP reversal: compounds reversing MRP-mediated drug resistance. H69AR cells + 2 uM doxorubicin, CellTiter-Glo, 72 h. differential viability (reversal), % at 10 µM. 85,000 tested, 0.04% active;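 active means viability drop by adding the cancer drug above about 55%, with treated viability meeting a 40% cutoff, limit read from the data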;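 further: viability without doxorubicin minus viability with 2 µM doxorubicin for each compound; larger differential means the compound sensitizes cells more to doxorubicin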
IL1B NFkB pot: enhances IL-1B driven NFkB nuclear translocation. 94,000 tested, 0.3% active. activation, % at 2 µM. AID 819. HUVEC IL-1B NFkB p65 nuclear translocation imaging;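 active means activation above 40%, about the mean plus 3 SD, also judged a hit on visual image review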;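 further: percent activation is computed from the nuclear over cytoplasmic p65 intensity ratio; values of inactives mirror those of a sister screen read the other way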
PLAP inhibitors HTS: PLAP enzyme inhibitors, biochemical, luminescence, HTS (AID 690); inhibition, % at 20 µM, or IC50 in µM where a hit was titrated; 96,000 tested, 0.08% active; purified PLAP, luminescent substrate; higher % means a stronger effect; in the data active means a potency from the dose series; inactive means the rest, 99 in 100 with inhibition below about 30%; further: strong numbers were not always called active
MRP reversal cytotoxicity: also measured in MRP reversal; calls as there; viability, %; H69AR cells, CellTiter-Glo, 72 h; measured here: cytotoxicity without doxorubicin
MRP reversal with doxorubicin: further read-out of MRP reversal, marked with its call; viability, %; measured here: viability with 2 uM doxorubicin; active compounds read low
NFkB transloc inh cell count 2 µM: recorded beside NFkB transloc inh, whose call it bears; cell count; measured here: cells passing quality filter;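 raw number of nuclei counted in each imaged well without normalization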
IL1B NFkB pot cell count 2 µM: recorded beside IL1B NFkB pot, whose call it bears; cell count; measured here: cells passing quality filter
* hit, by the source's call.

`O=C(CN1CCN(S(=O)(=O)c2ccc3ccccc3c2)CC1)NC(=O)NC1CCCCC1` gave Bcl-B TR3 displacers -14%, NFkB transloc inh 3, IL1B NFkB pot -3, PLAP inhibitors HTS -80%, NFkB transloc inh cell count 2 µM 142 and IL1B NFkB pot cell count 2 µM 142.
For Cc1nn(-c2ccccc2)c(C)c1/C=N/NC(=O)c1cc(C(C)(C)C)[nH]n1 the results were Bcl-B TR3 displacers -5%, NFkB transloc inh 3, IL1B NFkB pot -3, PLAP inhibitors HTS -32%, NFkB transloc inh cell count 2 µM 83 and IL1B NFkB pot cell count 2 µM 83.
For CCC(OC(=O)CC1Sc2ccccc2NC1=O)C(=O)NCC1CCCO1 (configuration not stated) the results were Bcl-B TR3 displacers -6%, NFkB transloc inh -6, MRP reversal 3, IL1B NFkB pot 6, PLAP inhibitors HTS -99%, MRP reversal cytotoxicity 90, MRP reversal with doxorubicin 87, NFkB transloc inh cell count 2 µM 131 and IL1B NFkB pot cell count 2 µM 131.
`CCCCNC(=O)Nc1ccccc1C(=O)Nc1ccc(OC)cc1` gave Bcl-B TR3 displacers 12%, NFkB transloc inh -8, MRP reversal 8, IL1B NFkB pot 7, PLAP inhibitors HTS 24%, MRP reversal cytotoxicity 85, MRP reversal with doxorubicin 76, NFkB transloc inh cell count 2 µM 104 and IL1B NFkB pot cell count 2 µM 104.
`CCOP(=O)(c1ccc(N(C)C)cc1)C(O)c1ccc(Cl)cc1` (configuration not stated) gave Bcl-B TR3 displacers 1%, NFkB transloc inh 5, MRP reversal 7, IL1B NFkB pot -5, PLAP inhibitors HTS -48%, MRP reversal cytotoxicity 102, MRP reversal with doxorubicin 95, NFkB transloc inh cell count 2 µM 140 and IL1B NFkB pot cell count 2 µM 140.
`COc1ccc(NC(=O)N(Cc2cc3cc(OC)ccc3[nH]c2=O)CC2CCCO2)cc1` (configuration not stated) gave Bcl-B TR3 displacers -3%, NFkB transloc inh -28, MRP reversal 4, IL1B NFkB pot 28, PLAP inhibitors HTS -59%, MRP reversal cytotoxicity 65, MRP reversal with doxorubicin 61, NFkB transloc inh cell count 2 µM 135 and IL1B NFkB pot cell count 2 µM 135.
`O=C(Nc1ccc(Cl)cc1)N1CCN(c2ccc3nnc(-c4ccc(F)cc4)n3n2)CC1` gave Bcl-B TR3 displacers -3% and PLAP inhibitors HTS -49%.
For COc1cc(C2c3c(-c4cc(C)cc(C)c4O)n[nH]c3C(=O)N2CCCO)cc(OC)c1OC (configuration not stated) the results were Bcl-B TR3 displacers -1%, NFkB transloc inh -1, MRP reversal 17, IL1B NFkB pot 1, PLAP inhibitors HTS -112%, MRP reversal cytotoxicity 56, MRP reversal with doxorubicin 38, NFkB transloc inh cell count 2 µM 78 and IL1B NFkB pot cell count 2 µM 78.
For CCOc1ccc(Cc2nnc(SCC(N)=O)n2C)cc1 the results were Bcl-B TR3 displacers 1%, NFkB transloc inh -1, MRP reversal 6, IL1B NFkB pot 1, PLAP inhibitors HTS 13%, MRP reversal cytotoxicity 87, MRP reversal with doxorubicin 81, NFkB transloc inh cell count 2 µM 167 and IL1B NFkB pot cell count 2 µM 167.
Cc1ccc(S(=O)(=O)Nc2cccc(NC(=O)CN3CCCCC3)c2)cc1 was read as Bcl-B TR3 displacers 4%, NFkB transloc inh 8, IL1B NFkB pot -8, PLAP inhibitors HTS -61%, NFkB transloc inh cell count 2 µM 162 and IL1B NFkB pot cell count 2 µM 162.
Cc1cc2ccccc2c(=O)n1CC(=O)NC1CCCCCC1 was read as Bcl-B TR3 displacers -2%, NFkB transloc inh -2, MRP reversal 3, IL1B NFkB pot 2, PLAP inhibitors HTS 25%, MRP reversal cytotoxicity 96, MRP reversal with doxorubicin 93, NFkB transloc inh cell count 2 µM 154 and IL1B NFkB pot cell count 2 µM 154.
`CC1=CC(C)(C)N(S(=O)(=O)c2ccc(C)cc2)c2ccc(C)cc21` gave Bcl-B TR3 displacers 3%, NFkB transloc inh -4, MRP reversal -20, IL1B NFkB pot 3, PLAP inhibitors HTS 40%, MRP reversal cytotoxicity 22, MRP reversal with doxorubicin 41, NFkB transloc inh cell count 2 µM 132 and IL1B NFkB pot cell count 2 µM 132.
`COC(=O)c1noc(-c2ccc(OC)cc2)n1` gave Bcl-B TR3 displacers -6%, NFkB transloc inh -8, MRP reversal -1, IL1B NFkB pot 8, PLAP inhibitors HTS 12%, MRP reversal cytotoxicity 96, MRP reversal with doxorubicin 97, NFkB transloc inh cell count 2 µM 122 and IL1B NFkB pot cell count 2 µM 122.
C=CCn1c(/N=C/c2ccc(N(C)C)cc2)nc2ccccc21 was read as Bcl-B TR3 displacers -336%, NFkB transloc inh -9, MRP reversal 9, IL1B NFkB pot 9, PLAP inhibitors HTS 12%, MRP reversal cytotoxicity 95, MRP reversal with doxorubicin 86, NFkB transloc inh cell count 2 µM 128 and IL1B NFkB pot cell count 2 µM 128.
For O=C(O)c1cccc(NC(=O)C2C3C=CC(C3)C2C(=O)O)c1 (configuration not stated) the results were Bcl-B TR3 displacers -38%, NFkB transloc inh 3, MRP reversal 8, IL1B NFkB pot -3, PLAP inhibitors HTS 11%, MRP reversal cytotoxicity 102, MRP reversal with doxorubicin 94, NFkB transloc inh cell count 2 µM 149 and IL1B NFkB pot cell count 2 µM 149.
For Cc1nc(CS(=O)(=O)c2ccccc2)cc(Sc2ccc(Cl)cc2)n1 the results were Bcl-B TR3 displacers -4%, NFkB transloc inh -6, IL1B NFkB pot 6, PLAP inhibitors HTS -16%, NFkB transloc inh cell count 2 µM 123 and IL1B NFkB pot cell count 2 µM 123.
Screening O=C(NCc1ccccn1)C1C2C=CC(C2)C1C(=O)Nc1ccc(F)cc1 (configuration not stated) returned NFkB transloc inh 3, MRP reversal 2, IL1B NFkB pot -3, MRP reversal cytotoxicity 81, MRP reversal with doxorubicin 80, NFkB transloc inh cell count 2 µM 89 and IL1B NFkB pot cell count 2 µM 89.
Screening O=C(NCc1ccc(Cl)cc1)c1cc(-c2ccco2)on1 returned Bcl-B TR3 displacers -4%, NFkB transloc inh -23, IL1B NFkB pot 23, PLAP inhibitors HTS -2%, NFkB transloc inh cell count 2 µM 138 and IL1B NFkB pot cell count 2 µM 138.
Screening Cc1ccc(-n2nc(C)c3c2OC(N)=C(C#N)C3c2ccoc2)cc1 (configuration not stated) returned Bcl-B TR3 displacers -53%, MRP reversal 3, PLAP inhibitors HTS 10%, MRP reversal cytotoxicity 86 and MRP reversal with doxorubicin 83.
`CCOCCCNC(=O)C1CCN(S(=O)(=O)N(CC(C)C)CC(C)C)CC1` gave Bcl-B TR3 displacers -1%, MRP reversal 19, PLAP inhibitors HTS -36%, MRP reversal cytotoxicity 91 and MRP reversal with doxorubicin 71.
`CCC(=O)NC(=S)Nc1cccc(NC(=O)c2ccc(Cl)cc2Cl)c1` gave Bcl-B TR3 displacers -8%, NFkB transloc inh 1, IL1B NFkB pot -1, PLAP inhibitors HTS 3%, NFkB transloc inh cell count 2 µM 149 and IL1B NFkB pot cell count 2 µM 149.
CC(C)CNc1cc(Cl)c(S(=O)(=O)NCC(C)C)cc1C(=O)O was read as Bcl-B TR3 displacers -9%, NFkB transloc inh -18, MRP reversal -2, IL1B NFkB pot 18, PLAP inhibitors HTS -12%, MRP reversal cytotoxicity 84, MRP reversal with doxorubicin 86, NFkB transloc inh cell count 2 µM 180 and IL1B NFkB pot cell count 2 µM 180.
Screening Cc1ccc(S(=O)(=O)N(C)CCCC(=O)N2CCN(C=O)CC2)cc1 returned Bcl-B TR3 displacers -8%, NFkB transloc inh 0, MRP reversal 11, IL1B NFkB pot 0, PLAP inhibitors HTS -44%, MRP reversal cytotoxicity 87, MRP reversal with doxorubicin 76, NFkB transloc inh cell count 2 µM 131 and IL1B NFkB pot cell count 2 µM 131.
Screening CSc1ccc(-c2nnn(CC(=O)NCc3ccccc3)n2)cc1 returned Bcl-B TR3 displacers -4%, NFkB transloc inh 12, MRP reversal -27, IL1B NFkB pot -12, PLAP inhibitors HTS -24%, MRP reversal cytotoxicity 25, MRP reversal with doxorubicin 52, NFkB transloc inh cell count 2 µM 92 and IL1B NFkB pot cell count 2 µM 92.
For Cc1cc(C)n(Cc2nc3ccccc3n2C)n1 the results were Bcl-B TR3 displacers -6%, NFkB transloc inh -8, MRP reversal 21, IL1B NFkB pot 9, PLAP inhibitors HTS 6%, MRP reversal cytotoxicity 96, MRP reversal with doxorubicin 75, NFkB transloc inh cell count 2 µM 147 and IL1B NFkB pot cell count 2 µM 147.
`CCOC(=O)Cn1nnc(-c2ccccc2)n1` gave NFkB transloc inh -11, MRP reversal 35, IL1B NFkB pot 11, MRP reversal cytotoxicity 95, MRP reversal with doxorubicin 60, NFkB transloc inh cell count 2 µM 115 and IL1B NFkB pot cell count 2 µM 115.
Screening COc1ccc(CNC(=O)C2CCN(c3nccs3)CC2)cc1 returned Bcl-B TR3 displacers 2%, NFkB transloc inh -13, MRP reversal 3, IL1B NFkB pot 13, PLAP inhibitors HTS 9%, MRP reversal cytotoxicity 100, MRP reversal with doxorubicin 97, NFkB transloc inh cell count 2 µM 95 and IL1B NFkB pot cell count 2 µM 95.
Screening CCCN1Cc2cccc(C(=O)NC(C)c3cccs3)c2C1=O (configuration not stated) returned Bcl-B TR3 displacers 9%, NFkB transloc inh 28, MRP reversal -2, IL1B NFkB pot -28, PLAP inhibitors HTS -18%, MRP reversal cytotoxicity 80, MRP reversal with doxorubicin 81, NFkB transloc inh cell count 2 µM 114 and IL1B NFkB pot cell count 2 µM 114.
`c1ccc(-c2ccc(C3=Nn4c(nnc4-c4cc(-c5ccccc5)n[nH]4)SC3)cc2)cc1` gave Bcl-B TR3 displacers -19%, NFkB transloc inh 3, MRP reversal -28, IL1B NFkB pot -3, PLAP inhibitors HTS 20%, MRP reversal cytotoxicity 50, MRP reversal with doxorubicin 78, NFkB transloc inh cell count 2 µM 167 and IL1B NFkB pot cell count 2 µM 167.
CCN(Cc1ccccc1)S(=O)(=O)c1ccc(S(=O)(=O)N2CCN(C)CC2)cc1 was read as Bcl-B TR3 displacers 7%, NFkB transloc inh 4, IL1B NFkB pot -3, PLAP inhibitors HTS 7%, NFkB transloc inh cell count 2 µM 135 and IL1B NFkB pot cell count 2 µM 135.
Screening CCOC(=O)c1oc2ccccc2c1CN1CCOCC1 returned Bcl-B TR3 displacers -11%, NFkB transloc inh -8, MRP reversal 15, IL1B NFkB pot 8, PLAP inhibitors HTS 0%, MRP reversal cytotoxicity 95, MRP reversal with doxorubicin 80, NFkB transloc inh cell count 2 µM 135 and IL1B NFkB pot cell count 2 µM 135.
CC(CCc1ccccc1)NC(=O)c1ccc(Br)o1 (configuration not stated) was read as Bcl-B TR3 displacers 0%, NFkB transloc inh -4, MRP reversal -2, IL1B NFkB pot 4, PLAP inhibitors HTS -1%, MRP reversal cytotoxicity 93, MRP reversal with doxorubicin 95, NFkB transloc inh cell count 2 µM 160 and IL1B NFkB pot cell count 2 µM 160.
Screening CCOc1ccccc1NC(=O)CC(O)(C(F)(F)F)C(F)(F)F returned NFkB transloc inh -1, MRP reversal 4, IL1B NFkB pot 1, MRP reversal cytotoxicity 90, MRP reversal with doxorubicin 87, NFkB transloc inh cell count 2 µM 145 and IL1B NFkB pot cell count 2 µM 145.
Screening COCc1nnc(NS(=O)(=O)c2c(C)cc(C)cc2C)s1 returned Bcl-B TR3 displacers 1%, NFkB transloc inh 1, MRP reversal 11, IL1B NFkB pot -1, PLAP inhibitors HTS -10%, MRP reversal cytotoxicity 98, MRP reversal with doxorubicin 87, NFkB transloc inh cell count 2 µM 132 and IL1B NFkB pot cell count 2 µM 132.
O=C(O)CSc1nnc(-c2cccnc2)n1Cc1ccccc1 was read as Bcl-B TR3 displacers 7%, MRP reversal 0, PLAP inhibitors HTS 10%, MRP reversal cytotoxicity 97 and MRP reversal with doxorubicin 97.

Retrieved one by one from the entries so far:
Screening COCc1nnc(NS(=O)(=O)c2c(C)cc(C)cc2C)s1 returned Bcl-B TR3 displacers 1%, NFkB transloc inh 1, MRP reversal 11, IL1B NFkB pot -1, PLAP inhibitors HTS -10%, MRP reversal cytotoxicity 98, MRP reversal with doxorubicin 87, NFkB transloc inh cell count 2 µM 132 and IL1B NFkB pot cell count 2 µM 132.
O=C(O)CSc1nnc(-c2cccnc2)n1Cc1ccccc1 was read as Bcl-B TR3 displacers 7%, MRP reversal 0, PLAP inhibitors HTS 10%, MRP reversal cytotoxicity 97 and MRP reversal with doxorubicin 97.

The list is partial, so the mix of outcomes need not match the whole.
